PTHR1 ag = PTHR1 (human) receptor agonism | AID 743266 | Potency, µM (titrated, usually from 115 µM), for the others: top-dose activation, hits mostly activators | Q03431 | HEK293 GP2 PTHR1 cells, GloSensor cAMP luminescence, 1 h | 410,000 compounds, 0.075% hits; further: potency means the concentration at half of the fitted maximal effect; nearly all actives have a fitted effect of over 55% in size; some results filed as inactive show a strong effect at the top dose; inactives centre near -15; many of its hits are not listed in these tables
Target sequence (Q03431 whole entry, looked up): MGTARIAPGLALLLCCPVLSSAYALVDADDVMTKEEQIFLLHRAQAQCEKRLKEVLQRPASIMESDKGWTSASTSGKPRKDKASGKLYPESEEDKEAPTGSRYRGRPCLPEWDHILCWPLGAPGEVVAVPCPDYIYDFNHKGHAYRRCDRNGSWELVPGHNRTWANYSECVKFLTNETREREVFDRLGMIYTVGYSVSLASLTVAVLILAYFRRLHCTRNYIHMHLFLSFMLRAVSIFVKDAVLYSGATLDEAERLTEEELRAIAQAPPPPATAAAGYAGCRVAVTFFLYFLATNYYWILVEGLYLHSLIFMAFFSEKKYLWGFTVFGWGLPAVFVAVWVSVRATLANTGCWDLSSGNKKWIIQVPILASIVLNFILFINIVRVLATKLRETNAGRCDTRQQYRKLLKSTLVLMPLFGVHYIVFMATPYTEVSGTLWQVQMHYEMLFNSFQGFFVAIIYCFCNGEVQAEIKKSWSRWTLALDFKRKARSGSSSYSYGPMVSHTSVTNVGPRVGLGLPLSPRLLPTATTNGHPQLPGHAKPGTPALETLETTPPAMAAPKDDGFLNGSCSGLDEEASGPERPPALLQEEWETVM
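HEK-293-derived GP2 cells expressing PTHR1 and a GloSensor cAMP reporter, 3,000/well, plated overnight, given luciferin plus IBMX (each 0.5 mM as added) for 1 h at 37 °C, then compound for 1 h at 37 °C. Luminescence was read after 15 min at room temperature.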
TDP-43 yeast inh = rescues yeast growth from TDP-43 toxicity. TDP-43 expressing yeast growth rescue, BacTiter-Glo, 24 h. Potency, µM (series often up to 46.1 µM), without a hit: top-dose growth rescue (activation), usual class: activators. 410,000 compounds, 1.8% hits. AID 652104; further: potency means the concentration at half of the fitted maximal effect; % of control where 0% means no effect; nearly all actives have a fitted effect of over 50% in size
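Yeast expressing TDP-43 (pregrown in raffinose, seeded at OD600=0.02 in galactose medium) exposed to compounds 24 hr at 30 deg C. Growth read by BacTiter-Glo luminescence; rescue of toxicity appears as increased signal.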
Abeta rescue = compounds reversing amyloid beta toxicity in yeast | yeast expressing A-beta42, growth rescue, OD600, 48 h; response scale: 0% DMSO, 100% iron-clioquinol control | Potency, µM (doses to about 46.1 µM), without a hit: at the highest dose growth rescue, hits mostly activators | 410,000 compounds, 0.063% hits | AID 1347071; further: potency means the concentration at half of the fitted maximal effect; nearly all actives have a fitted effect of over 55% in size
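Yeast growth medium received pinned compounds, then yeast cells expressing toxic A-beta were added; plates incubated at 30 C for 48 hr. Growth read as absorbance at 600 nm, normalized to DMSO and equimolar FeCl3 plus clioquinol controls.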
FUS suppressor = FUS proteinopathy suppression in yeast | Potency, µM (highest dose often 76.6 µM), inactives show top-dose growth rescue (activation), most hits filed as activators | 390,000 compounds, 0.24% hits | S. cerevisiae FUS-expressing, growth rescue, OD600, 24 h | AID 1347120;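 further: potency means the concentration at half of the fitted maximal effect; plate controls were DMSO vehicle for no effect and reference control for full effect; nearly all actives have a fitted effect of over 55% in size; some results filed as inactive show a strong effect at the top dose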
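Galactose (2%) drives FUS expression in yeast precultured in raffinose; seeding density OD 0.005. Test compounds incubated 24hr at 30C and 99% humidity before absorbance at 600 nm was measured.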
GLP1R inv ag = GLP-1 receptor (human) inverse agonism; AID 624417; 410,000 compounds, 1.6% hits; P43220; HEK293 GLP-1R CRE-luciferase, luminescence, 24 h; GLP-1R form is constitutively active; Potency, µM (series often up to 38.3 µM), for the others: top-dose activity change, negative = inhibition, actives largely listed as inhibitors; further: potency means the concentration at half of the fitted maximal effect; on the % scale 0 is the no-effect control and ±100 the full control effect; nearly all actives have a fitted effect of over 55% in size
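HEK293 cells stably co-expressing constitutively active GLP-1R and a cAMP-responsive luciferase reporter were seeded in DMEM with 10% Nu serum, given compounds after 12 h, and incubated 24 h at 37 deg C. Luminescence was then read.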
aSyn rescue = inhibitors of alpha-synuclein toxicity in yeast; Yeast expressing alpha-synuclein, growth rescue, BacTiter-Glo, 24 h; Potency, µM (series often up to 46.1 µM), for the others: at the highest dose growth rescue (activation), usual class: activators; 370,000 compounds, 0.14% hits; AID 652106; further: potency means the concentration at half of the fitted maximal effect; % of control where 0% means no effect; nearly all actives have a fitted effect of over 65% in size
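Rescue of yeast growth: cells expressing toxic alpha-synuclein, induced in galactose at OD600 0.02, incubated with compound 24 h at 30 C. ATP luminescence quantified growth; inhibitors of toxicity appear as activators.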
GLP-1R agonist = activates the human GLP-1 receptor. 380,000 compounds, 0.007% hits. Potency, µM (titrated, usually from 45.6 µM), without a hit: at the highest dose activation, actives largely listed as activators. HEK293 GLP-1R CRE-luciferase, luminescence, 4-6 h; cells express a hypersensitive GLP-1R form. P43220; further: potency means the concentration at half of the fitted maximal effect; % of control where 0% means no effect
Akt phos inh = Akt phosphorylation inhibition; Neuro2A IGF-stimulated pAkt S473 HTRF, 20 min; active compounds read low; activity change, % for hits at 50 µM; 360,000 compounds, 0.32% hits; in the data active means activity change below about -80%; inconclusive means mostly about -51% to -80%; further: on the % scale 0 is the no-effect control and ±100 the full control effect
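Neuro2A cells (4,500/well, DMEM with 0.5% FBS) were treated with compound at a single 50 µM final concentration, stimulated with 6 nM IGF for 20 min at 37 °C, and lysed. Phospho-Akt Ser473 was read by HTRF as 665/615 ratio ×10^4.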
D3 antag = antagonists of human D3 dopamine receptor. D3R cells, DiscoveRx beta-arrestin luminescence, antagonist mode; active compounds read low. max response, negative = inhibition, %. 360,000 compounds, 2.5% hits. AID 652054; in the data active means max response below about -50%; inconclusive means no clear call, values can overlap the other calls; further: on the % scale 0 is the no-effect control and ±100 the full control effect; mostly tested at two doses, the higher about 12 µM
Target sequence (P35462 whole entry, looked up): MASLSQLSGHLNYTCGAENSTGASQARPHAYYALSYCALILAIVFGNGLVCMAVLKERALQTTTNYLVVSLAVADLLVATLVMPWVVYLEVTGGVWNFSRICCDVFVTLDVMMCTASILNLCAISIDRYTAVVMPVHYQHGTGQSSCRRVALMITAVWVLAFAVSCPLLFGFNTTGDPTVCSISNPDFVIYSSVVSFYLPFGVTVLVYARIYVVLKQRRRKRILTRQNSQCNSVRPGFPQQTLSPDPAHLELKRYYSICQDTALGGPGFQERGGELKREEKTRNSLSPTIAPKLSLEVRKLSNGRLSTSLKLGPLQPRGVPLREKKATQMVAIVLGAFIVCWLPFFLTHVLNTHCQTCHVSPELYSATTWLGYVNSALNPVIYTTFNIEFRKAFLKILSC
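Cells expressing the human receptor were seeded at 1500 cells/well, incubated overnight at 37 degrees C in 5% CO2, then exposed to library compounds with dopamine controls for 90 minutes at 37 degrees C before luminescent detection.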
Active calls of the source: *; i = inactive; ? = inconclusive; . = not tested or not shown; [ ] = remark or other dose. Unless noted, the call rests on the fitted dose curve; in most records, active means well fitted curve in the direction sought with a large enough effect; inconclusive means small, poorly fitted or top-dose-only effect, or another doubt; inactive means no such curve, though single readings can be large; an effect the other way counts as inactive or inconclusive. This is a subset. The share of hits here may be higher or lower than overall.

smiles	PTHR1 ag	TDP-43 yeast inh	Abeta rescue	FUS suppressor	GLP1R inv ag	aSyn rescue	GLP-1R agonist	Akt phos inh	D3 antag
O=C(NCc1ccc(F)cc1)c1noc2c1CCCCC2	-5%[57.5 µM]	-15%	8%	13%	-7%	-13%	2%	i	-14
CC(=O)Nc1nonc1-c1nnc(SCc2ccc(C)cc2)n1C	i	25%[9.22 µM]	-12%	22%	9%	.	.	.	.
O=C(c1ccc(Cl)cc1[N+](=O)[O-])N1CCOCC1	-12%	12%	11%	-4%	6%	1%	3%	i	-2
CC1CCN(C(=O)C2COc3ccccc3C2)CC1 (stereo not given)	-34%[inhibitor]	?	8%	-12%	-14%	.	.	.	.
CCOC(=O)C1CCN(C2CCN(Cc3nc(-c4ccccc4)no3)CC2)CC1	-21%	4%	-9%	14%	8%	0%	7%	i	7
N#CCCN(C(=O)COc1ccc(F)cc1Br)c1ccccc1F	-8%	.	6%	14%	?	2%	6%	i	10
COc1ccc(CCNC(=O)CSc2nn(-c3ccccc3)c(=S)s2)cc1	-13%	6%	0%	20%	?	-1%	8%	i	3
O=C(c1cccc(Cl)c1)N1CCN(c2ncccn2)CC1	i	?	1%	-33%	10%	5%	-5%	i	13
O=C(NCc1ccccc1Cl)C1CCCN(S(=O)(=O)c2cccc3nonc23)C1 (stereo not given)	-6%	-10%	-10%	-12%	1%	-1%	12%	i	0
Cc1cccc(NC(=O)CC(C)(C)C)c1	?	1%	-10%	?	0%	0%	11%	i	-16
COc1ccc(N(CC(=O)NCCc2ccccc2)C(=O)c2csnn2)cc1OC	4%	1%	-3%	16%	6%	4%	-3%	i	15
Nc1ncnc2c(C3OC(CO)C(O)C3O)c[nH]c12 (stereo not given)	-17%	3.2µM*	-25%	.	-76%	11µM*	6%	i	-17
O=C(NCCCN1CCN(c2ccccc2F)CC1)C1CCN(S(=O)(=O)c2cccs2)CC1	-31%[inhibitor]	-14%	-6%	20%	0%	13%	-2%	i	?
O=C(COC(=O)c1ccccc1F)Nc1cccnc1Cl	i	-2%	12%	-5%	10%	-5%	18%	i	-3
CCC(Oc1ccccc1)C(=O)N1CCN(CC)CC1 (stereo not given)	i	-19%	-13%	15%	-9%	-2%	0%	i	-23
COCC(=O)N/N=C/c1c(C)[nH]n(-c2ccccc2)c1=O	-11%	-37%	-28%	41%	-17%	-14%	0%	i	-11
COc1ccc(Cl)cc1C(=O)CSc1nnnn1C	i	25%	-20%	-4%	13%	8%	5%	i	16
Cc1c2cnn(CC(=O)N3CCN(c4ccc(F)cc4)CC3)c(=O)c2c(C)n1Cc1ccccc1F	-23%	2%	-8%	15%	13%	.	.	.	.
Cc1ccnc(NS(=O)(=O)c2ccc(NC(=O)c3ccc(Br)o3)cc2)n1	i	-10%	-16%	-13%	0%	0%	0%	i	4
COC(=O)C(CC(=O)Nc1cc(C)ccc1C)Nc1ccccc1OC (stereo not given)	-22%[57.5 µM]	-5%	6%	4%	-1%	0%	4%	i	13
COCCCNC(=O)/C(C#N)=C/c1c(N2CCN(c3ccccc3)CC2)nc2ccccn2c1=O	-22%	23%	-4%	27%	41%[activator]	1%	9%	i	?
O=C(NCC1CCCO1)c1ccc(COc2ccc(Br)cc2)cc1 (stereo not given)	-20%	4%	-1%	26%	?	8%	3%	i	-16
COc1cc(/C=C2\SC(=S)N(CCC(=O)Nc3ccccc3O)C2=O)cc(OC)c1OC	-28%	27%	-5%	28%	?	7%	-7%	i	3
Cc1nnc(NC(=O)C(C)Sc2nnc(-c3ccco3)n2C(C)C)s1 (stereo not given)	i	-1%	1%	-33%	2%	5%	5%	i	9
CCOc1ccccc1NC(=O)COC(=O)c1cc(C(=O)OC)cc([N+](=O)[O-])c1	-29%	-26%	-12%	21%	-7%	-1%	1%	i	13
COc1ccc(CNC(=O)CSc2nc3ccc(N)cc3s2)cc1	-14%	?	8%	.	3%	11%	2%	i	-4
O=C(Nc1cccc(-c2ccc(F)cc2)c1)C1CCCN(Cc2cccnc2)C1 (stereo not given)	-4%	-23%	-6%	3%	?	-6%	-2%	i	-18
O=C(Nc1ccnc(-c2ccncc2)n1)C1CC1	i	-2%	-11%	3%	12%	3%	1%	i	16
CCOc1ccc2nc(SCc3ccccc3C#N)sc2c1	-17%	?	4%	.	?	6%	10%	i	-5
C[C@@H](NC(=O)[C@@H]1CCCN1C(=O)[C@@H]1CCCN1C(=O)c1cccs1)c1ccccc1	-23%	14%	-10%	-16%	8%	-7%	-1%	i	29

Full records as entered above:
Profile of COCC(=O)N/N=C/c1c(C)[nH]n(-c2ccccc2)c1=O = PTHR1 ag = -11%; TDP-43 yeast inh = -37%; Abeta rescue = -28%; FUS suppressor = 41%; GLP1R inv ag = -17%; aSyn rescue = -14%; GLP-1R agonist = 0%; Akt phos inh = i; D3 antag = -11
Profile of Cc1nnc(NC(=O)C(C)Sc2nnc(-c3ccco3)n2C(C)C)s1 (stereo not given) = PTHR1 ag = i; TDP-43 yeast inh = -1%; Abeta rescue = 1%; FUS suppressor = -33%; GLP1R inv ag = 2%; aSyn rescue = 5%; GLP-1R agonist = 5%; Akt phos inh = i; D3 antag = 9

A few values from the results shown.
For PTHR1 ag, `COc1ccc(CNC(=O)CSc2nc3ccc(N)cc3s2)cc1` is entered as -14%
For D3 antag, `COC(=O)C(CC(=O)Nc1cc(C)ccc1C)Nc1ccccc1OC` (stereo not given) is entered as 13
For FUS suppressor, `Cc1ccnc(NS(=O)(=O)c2ccc(NC(=O)c3ccc(Br)o3)cc2)n1` is entered as -13%
For Abeta rescue, `N#CCCN(C(=O)COc1ccc(F)cc1Br)c1ccccc1F` is entered as 6%
For aSyn rescue, `Cc1cccc(NC(=O)CC(C)(C)C)c1` is entered as 0%

The main list resumes, starting five compounds before the break.
smiles	PTHR1 ag	TDP-43 yeast inh	Abeta rescue	FUS suppressor	GLP1R inv ag	aSyn rescue	GLP-1R agonist	Akt phos inh	D3 antag
COc1ccc(CNC(=O)CSc2nc3ccc(N)cc3s2)cc1	-14%	?	8%	.	3%	11%	2%	i	-4
O=C(Nc1cccc(-c2ccc(F)cc2)c1)C1CCCN(Cc2cccnc2)C1 (stereo not given)	-4%	-23%	-6%	3%	?	-6%	-2%	i	-18
O=C(Nc1ccnc(-c2ccncc2)n1)C1CC1	i	-2%	-11%	3%	12%	3%	1%	i	16
CCOc1ccc2nc(SCc3ccccc3C#N)sc2c1	-17%	?	4%	.	?	6%	10%	i	-5
C[C@@H](NC(=O)[C@@H]1CCCN1C(=O)[C@@H]1CCCN1C(=O)c1cccs1)c1ccccc1	-23%	14%	-10%	-16%	8%	-7%	-1%	i	29
Cn1c(CNc2ccc(Cl)cc2)nc2ccccc21	-13%	6%	3%	-17%	?	-2%	9%	i	-8
CCc1cc2c(=O)c(-c3nc(C)cs3)coc2cc1OC(C)C(=O)NCCO (stereo not given)	-3%	-6%	4%	9%	11%	7%	18%	i	10
CCOC(=O)c1c(-c2ccccc2)oc2ccc(OCC(=O)O)cc12	-22%	13%	5%	-10%	-24%	1%	-2%	i	19
O=C(Nc1ccc(Cl)cc1)Nc1nnc(SCc2ccc(Cl)cc2)s1	-26%	-2%	-9%	-7%	21%	-10%	2%	i	3
O=C(Nc1ccc(N2CCOCC2)c(S(=O)(=O)Nc2ccc(Cl)cc2)c1)c1ccc(=O)[nH]n1	-51%[inhibitor]	-2%	-9%	16%	19%	12%	0%	i	-10
CCOc1ccc(C(=O)c2oc3ccccc3c2NC(=O)Cc2coc3cc(C)cc(C)c23)cc1	i	12%	-28%	-3%	14%	.	.	.	.
CCC1(C)Cc2ccccc2/C(=C/C(=O)N2CCCCC2)N1 (stereo not given)	-5%[57.5 µM]	1%	-4%	12%	?	-1%	16%	i	-12
COc1ccc(-c2[nH]ncc2CN2CCC(OCc3cccnc3)CC2)c(F)c1	-17%	-22%	-1%	12%	28%	-5%	11%	i	-24
CN(c1ccc(C(=O)N2CCOCC2)cc1)S(=O)(=O)c1ccc(Cl)cc1	i	23%	6%	.	6%	2%	-4%	i	26
CCn1c(=NC(=O)CS(=O)(=O)c2ccc(C)cc2)sc2cccc(OC)c21	-36%[inhibitor]	?	-25%	1%	?	13%	5%	i	8
O=C(NNc1ccccc1)Nc1ccccc1F	20%	0%	3%	37%	-22%	15%	8%	i	-16
COc1ccc(CS(=O)/C(Cl)=C(/Cl)C(=O)Nc2ccc(OC)nc2)cc1 (stereo not given)	i	?	-90%[inhibitor]	9%	?	?	-5%	i	-92*
CC(C)CC(=O)Nc1sc2c(c1C#N)CC(C)(C)NC2(C)C	23%[57.5 µM]	-13%	5%	7%	?	-2%	36%	i	12
CC(C)(C)c1ccc(OCCNCc2ccccc2)cc1	-33%[inhibitor]	0%	21%	-2%	?	-13%	20%	i	-53*
CCCc1cc(C(=O)Nc2cccc(-c3nn[nH]n3)c2)sc1C	i	9%	-10%	1%	4%	19%	8%	i	-8
